# Pf growth 48h: Primary qHTS for delayed death inhibitors of the malarial parasite plastid, 48 hour incubation; P. falciparum luciferase growth in erythrocytes, 48 h; Potency, µM (highest dose often 28.7 µM), inactives show at the highest dose activity change, negative = inhibition, most hits filed as inhibitors; actives 5.9% (n = 310,000); further: potency means the concentration at half of the fitted maximal effect; on the % scale 0 is the no-effect control and ±100 the full control effect
#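 Luminescence readout; reporter = integrated firefly luciferase in P. falciparum. RBC culture at 2% hematocrit, 0.1% parasitemia final, 37 C/5% CO2; decreased signal taken as growth inhibition.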
# Shiga inhibitor: A qHTS for Small Molecule Inhibitors of Shiga Toxin; actives 9.2% (n = 290,000); inhibition, % at 38.7 µM; AID 2315, 2010; Vero cells, Shiga toxin protein synthesis inhibition reporter; in the data active means inhibition mostly above about 28%, no sharp cut-off; inactive means mostly below about 43%; further: 0% is about no effect
# LmPK inhibitor: qHTS Assay for Inhibitors of Leishmania Mexicana Pyruvate Kinase (LmPK). actives 0.37% (n = 290,000). Potency, µM (titrated, usually from 57.5 µM), without a hit: at the highest dose activity change, negative = inhibition, actives largely listed as inhibitors. purified LmPK, Kinase-Glo ATP luminescence, 1 h. Q27686; further: potency means the concentration at half of the fitted maximal effect; on the % scale 0 is the no-effect control and ±100 the full control effect
# Target sequence (Q27686 whole entry, looked up): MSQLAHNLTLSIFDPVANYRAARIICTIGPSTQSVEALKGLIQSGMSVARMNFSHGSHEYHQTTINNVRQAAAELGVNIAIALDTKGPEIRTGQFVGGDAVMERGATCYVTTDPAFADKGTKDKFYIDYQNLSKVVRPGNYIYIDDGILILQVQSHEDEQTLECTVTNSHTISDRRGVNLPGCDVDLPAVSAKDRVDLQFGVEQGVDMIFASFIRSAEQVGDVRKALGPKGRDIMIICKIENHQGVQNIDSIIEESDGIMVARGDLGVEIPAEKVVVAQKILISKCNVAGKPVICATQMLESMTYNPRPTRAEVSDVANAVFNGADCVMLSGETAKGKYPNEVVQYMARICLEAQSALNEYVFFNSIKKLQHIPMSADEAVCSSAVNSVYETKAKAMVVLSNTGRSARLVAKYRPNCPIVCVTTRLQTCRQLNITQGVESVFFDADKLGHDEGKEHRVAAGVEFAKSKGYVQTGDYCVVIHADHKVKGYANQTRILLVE
#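 Pyruvate kinase activity monitored as ATP production (luciferase luminescence). Conditions: 0.1 nM enzyme, 0.5 mM PEP, 0.1 mM ADP, 1 h, RT; normalized against uninhibited and no-enzyme wells.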
# HCV inh: qHTS Assay for Inhibitors of Hepatitis C Virus (HCV); AID 651820, 2012; Huh7.5.1 HCVcc-Cre infection, luciferase reporter, 44 h; actives 3.4% (n = 340,000); Potency, µM (doses to about 41.8 µM), inactives show at the top dose activity change, negative = inhibition, most hits filed as inhibitors; further: potency means the concentration at half of the fitted maximal effect; on the % scale 0 is the no-effect control and ±100 the full control effect
#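 A cell-based infection assay in which seeded cells (1,000 per well) receive test compound after 4 h, are inoculated with HCVcc-Cre at approximately 0.5 moi, and are incubated 44 h before luminescence detection.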
# CHX counter: Cycloheximide Counterscreen for Small Molecule Inhibitors of Shiga Toxin; cell reporter, cycloheximide protein synthesis inhibition counterscreen; max response, %; actives 12% (n = 300,000); AID 2314, 2010; in the data active means max response mostly above about 13%, no sharp cut-off; inactive means mostly below about 14%; further: read at 38.3 µM for the half of the compounds with a filed dose; 0% is about no effect
# Tb PYK inh: qHTS of Trypanosoma Brucei Inhibitors | actives 0.12% (n = 410,000) | pyruvate kinase (Trypanosoma brucei), Q57TT1 | TbPYK enzyme, Kinase-Glo Plus ATP luminescence, 45 min | AID 624173, 2012 | Potency, µM (top dose mostly 76.8 µM), without a hit: at the top dose activity, negative = inhibition, hits mostly inhibitors; further: potency means the concentration at half of the fitted maximal effect; on the % scale 0 is the no-effect control and ±100 the full control effect; nearly all actives have a fitted effect of over 50% in size
#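 Luminescence from Kinase-Glo Plus, added after a 45-minute room-temperature reaction, served as the end-point read-out. The enzyme and substrate were preincubated with compound before ADP (130 uM final) initiated turnover. Concentration-effect curves came from normalized qHTS data.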
# Pf growth 96h: Primary qHTS for delayed death inhibitors of the malarial parasite plastid, 96 hour incubation. AID 504834, 2011. actives 6.9% (n = 320,000). Potency, µM (top dose mostly 28.7 µM), for inactives: at the highest dose activity change, negative = inhibition, most hits filed as inhibitors. P. falciparum luciferase reporter growth, 96 h; further: potency means the concentration at half of the fitted maximal effect; on the % scale 0 is the no-effect control and ±100 the full control effect
#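 P. falciparum expressing integrated firefly luciferase, in erythrocytes at 2% hematocrit, 0.05% parasitemia, incubated with compounds 96 h at 37 C, 5% CO2. Growth inhibition read as loss of luminescence; two-generation exposure targets delayed-death apicoplast inhibitors.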
# Starred values were filed as active, the others as inactive; ? = inconclusive; / = no result given; [ ] = dose if it differs, or a comment. Unless noted, the call rests on the fitted dose curve; in most records, active means well fitted curve in the direction sought with a large enough effect; inconclusive means small, poorly fitted or top-dose-only effect, or another doubt; inactive means no such curve, though single readings can be large; an effect the other way counts as inactive or inconclusive.
# Under each structure: Pf growth 48h, Shiga inhibitor, LmPK inhibitor, HCV inh, CHX counter, Tb PYK inh, Pf growth 96h
- CCOC(=O)c1c(C2CC2)csc1NC(=O)COC(=O)c1cc(OC)c(OC)cc1[N+](=O)[O-]
→ 1.4%, -6.8, -2.7%, ?, -2.1, 8.4%, 0.5%
- COCCOc1cc(NC(=O)c2ccccc2)c(Cl)cc1Cl
→ 460.0%[activator], 16.2, 2.0%, ?, 9.2, -4.5%, -3.9%
- C=CCNC(=O)CC12CC3CC(C1)CC(CC(=O)NCC=C)(C3)C2
→ -11.6%, 31.0, 4.5%, 4.4%, 1.2, -3.0%, 31.7%[activator]
- CCCc1cc(=O)[nH]c(SCC(=O)NCC2COc3ccccc3O2)n1 (stereo unspecified)
→ 2.7%, /, /, 21.7%, /, 4.4%, 4.2%
- CCc1nnc(NC(=O)CC(CN(C)S(=O)(=O)c2ccccc2)c2ccccc2)s1 (stereo unspecified)
→ ?, -4.4, 0.9%, ?, -2.7, -6.6%, ?
- O=C1c2cccnc2C(=O)N1Cc1ccc(S(=O)(=O)NCc2ccco2)s1
→ 28.0%, -11.0, -5.6%, 10.2%, 5.3, 3.8%, ?
- COCCCNc1nc2ccccc2nc1NS(=O)(=O)c1ccccc1
→ 10.4%, -8.0, 0.8%, 4.3%, -2.0, 6.7%, -41.6%[5.75 µM]
- COC(=O)c1ccc(OC(=O)CCN2C(=O)C3C4c5ccccc5C(c5ccccc54)C3C2=O)cc1 (stereo unspecified)
→ 6.1%, -6.7, 0.1%, 35.2%[activator], -3.9, -10.2%, ?
- CCS(=O)(=O)C1=NSC2=NC(=O)/C(=C\c3ccc(OS(=O)(=O)c4ccccc4)cc3)C(=N)N21
→ -13.3%, 14.7, -1.5%, 13.2%, 23.1*, -11.3%, -0.9%
- COc1ccc(C2SC[C@@H](C(=O)O)N2C(C)=O)cc1 (stereo partly specified)
→ -11.4%, -7.3, 2.5%, 7.5%, -1.9, -0.6%, 28.4%
- COC(=O)CCc1c(C)c(C(=O)c2cc(OC)c(OC)c(OC)c2)c2ccccn12
→ 10.4µM*, -3.6, -0.2%, -26.4%, -3.1, -6.6%, ?
- Cc1nn(-c2ccccc2)c(Cl)c1/C=N/NC(=O)CCNc1n[nH]c(=O)[nH]c1=O
→ -18.8%, 9.3, 4.4%, 13.6%, -2.1, 3.5%, -10.4%
- O=C(NCCO)c1cccc(Cl)c1
→ /, -7.8, -3.9%, 3.3%, 0.9, -23.0%, 37.2%[activator]
- COc1ccc(NC(=O)COC(=O)[C@@H]2CCCN2C(=O)c2cccs2)cc1
→ 5.7%, -5.7, 2.8%, 10.0%, 1.7, 3.8%, /
- CCOc1ccc(NC(=O)CCc2nnc3ccc(N4CCN(C)CC4)nn23)cc1
→ 35.9%[activator], 25.7, 0.1%, 20.1%, -3.2, -0.5%, -20.0%
- CCOC(=O)N/N=C\c1cccc(OC)c1
→ ?, 71.6*, -6.3%, 7.5%, 41.7*, 4.8%, 52.8%[activator]
- Cc1cc(NC(=O)c2ccccc2)cc(NC(=O)c2ccccc2)c1C
→ 59.4%[activator], /, 0.6%, -17.3%, 1.1, 0.4%, -17.5%
- COc1ccc(C)cc1NC(=O)C(NCC(O)c1ccccc1)c1ccccc1 (stereo unspecified)
→ ?, -6.1, 0.4%, -4.8%, 5.1, 6.3%, 10.4µM*
- Cc1ccc2[nH]c(=O)c(CC=C(Cl)Cl)c(C)c2c1
→ 2.6%, -8.7, -2.5%, 1.8%, -4.6, 0.2%, ?
- O=C(CN1CCN(C(=O)CN2C(=O)NC3(CCCC3)C2=O)CC1)Nc1cccc(F)c1
→ -7.2%, /, /, 1.2%, /, -5.3%, 17.5%
- Cc1ccc(C2CCN(C(=O)Nc3ccccc3)C2)cc1 (stereo unspecified)
→ 64.0%[activator], 149.7*, -7.9%, ?, 39.1*, -15.5%, -1.8%
- NC(=O)CC(NC(=O)c1ccccc1)c1ccc(NC2CCCC2)c([N+](=O)[O-])c1 (stereo unspecified)
→ -21.9%, -3.3, 2.8%, 2.2%, -5.4, -2.3%, -10.3%
- COc1cc(/C=C/C(=O)OCC(=O)Nc2ccccc2Sc2ccc(Cl)cc2)ccc1O
→ ?, 41.0, 2.4%, ?, -3.1, 0.6%, ?
- NNc1nnc2c3cc(F)ccc3n(CCc3ccccc3)c2n1
→ ?, 2.8, 1.1%, ?, -2.3, 0.1%, ?
- C#CCOCCOCCOCCNc1nc(N2CCN(C(=O)[C@H]([C@@H](C)CC)n3cc([C@@H](N)CO)nn3)CC2)nc(N2CCN(C(=O)[C@H]([C@@H](C)CC)n3cc([C@@H](N)CC(C)C)nn3)CC2)n1
→ ?, 31.3, 0.4%, 7.2%, -2.9, 1.2%, ?
- NC(=O)C1CCN(C(=O)CSc2ncccn2)CC1
→ 12.4%, -10.8, 9.0%, 0.0%, -2.1, 2.6%, /
- O=C(Nc1nccs1)c1ccc(COc2ccc(Cl)cc2)o1
→ -0.8%, 55.1*, 0.4%, ?, 29.9*, -4.1%, ?
- COc1cc2c(cc1OC)[C@@H](Cc1cc(OC)c(OC)c(OC)c1)[N+](C)(CCCOC(=O)CC/C=C/CCC(=O)OCCC[N+]1(C)CCc3cc(OC)c(OC)cc3[C@H]1Cc1cc(OC)c(OC)c(OC)c1)CC2 (stereo partly specified)
→ -5.2%, /, /, /, /, 2.3%, ?
- CC1CCSP(=O)(Oc2ccccc2)O1 (stereo unspecified)
→ -8.1%, -7.6, 3.1%, 8.7%, 5.3, 0.4%, -0.2%
- CCC(C)(C)NC(=O)Cc1ccc(OC)c(OC)c1
→ /, -3.1, -2.6%, 11.1%, -2.5, /, -16.8%
- COCCNC(=O)c1cccc(OC2CCN(Cc3ccc(F)c(OC)c3)CC2)c1
→ 3.7%, 1.5, -3.4%, ?, 1.7, -5.2%, ?
- O=C1CCc2cc(NS(=O)(=O)c3ccc(Cl)cc3)cc3c2N1CC3
→ -25.4%, /, /, 13.4%, /, -0.8%, ?
- Cc1ccsc1S(=O)(=O)N1CCCC(CCC(=O)NCc2ccccc2F)C1 (stereo unspecified)
→ -8.6%, 14.1, 0.9%, -30.9%, 6.7, -11.2%, 13.9%
- CC(C)c1ccc(Nc2nnns2)cc1
→ 9.1%, 8.3, -5.2%, -6.1%, 6.7, -20.9%, -2.5%
- O=C(c1ccco1)N1CCN(S(=O)(=O)c2c(Cl)cccc2Cl)CC1
→ 27.0%, /, 3.4%, -8.5%, -3.0, 1.2%, -10.7%
- O=C(Nc1ccc2c(c1)OCO2)c1n[nH]c(=O)c2ccccc12
→ 48.9%[activator], 57.3*, -3.2%, 2.1%, 17.8*, 3.2%, 71.5%[activator]
- Cc1ccccc1N(CC(=O)N/N=C/c1cc(Br)c(C)o1)S(C)(=O)=O
→ 10.2%, -5.6, 5.1%, 8.4%, -2.2, -12.1%, ?
- COc1ccc(CN2CC(=O)N(c3cc(Cl)ccc3C)C2=S)cc1OC
→ 7.38µM*, -12.3, -5.0%, ?, -3.1, -9.4%, 0.4%
- Cc1ccccc1Cn1ccc(-c2ccc3c(c2)OCO3)n1
→ 85.4%[activator], 74.3*, -3.4%, -26.5%, 59.7*, -3.7%, 108.1%[activator]
- CCCN(CC(=O)Nc1ccccc1C)C(=O)c1ccc(S(=O)(=O)N2CCCCCC2)cc1
→ ?, -23.5, -15.4%, -18.8%, -1.6, -6.8%, ?
- O=C(COC(=O)C1CC1)Nc1ccc([N+](=O)[O-])cc1C(F)(F)F
→ -10.2%, /, /, -14.0%, /, 0.9%, -27.0%
- CCOc1ccc(C(=O)COC(=O)c2cccc(-n3cnnn3)c2)cc1
→ 102.1%[activator], 50.7*, 0.4%, 5.5%, 56.2*, 0.4%, 44.6%[activator]
- CCOC(=O)c1c(C)oc2c1C(=O)c1ccccc1C2=O
→ 0.738µM*, 49.5*, -7.7%, 5.62µM*, 29.6*, -5.9%, -3.4%
- COc1ccc(N/C(N)=N/c2nc(CSc3ccc(C)cc3)cc(=O)[nH]2)cc1
→ 7.1%, 6.9, 8.7%, -7.2%, -3.5, -5.7%, /
- COc1ccc(/C=C/C(=O)O)cc1S(=O)(=O)NCc1ccccc1
→ 73.5%[activator], 26.3, 2.9%, 6.4%, -1.8, 4.5%, 0.0%
- CCOC(=O)c1sc2nc(CSc3ccccc3)nc(N3CCC(C(N)=O)CC3)c2c1C
→ 3.29µM*, 26.6, -6.8%, ?, 9.8, 1.3%, 4.15µM*
- Clc1ccc(Cn2nnc(-c3ccc(CN4CCOCC4)cc3)n2)cc1
→ -18.7%, -23.7, 0.3%, -5.8%, 0.4, -0.3%, -7.1%
- Cc1ccc(C2NC(=O)c3c(sc4c3CCN(C)C4)N2)o1 (stereo unspecified)
→ /, -12.9, 1.6%, -0.6%, -1.6, 3.7%, 3.7µM*
- Cc1cc(C)c2nc(-c3ccccn3)cc(C(=O)NCc3cc(C)n(C)n3)c2c1
→ -14.8%, 3.8, -0.8%, ?, -3.0, -7.2%, ?
- COc1cc(OC)c(OC)cc1CN1CCN(c2ccc(F)cc2)CC1
→ 3.4%, 1.8, -3.9%, -20.1%, -3.6, 24.1%, 23.2%
- O=S(=O)([N-]c1nc2ccccc2nc1-n1cc[n+](Cc2ccccc2)c1)c1ccc(Br)cc1
→ ?, -8.6, 0.0%, -24.4%, -1.2, 4.5%, ?
- CSCCC(NC(=O)c1ccco1)C(=O)NCc1ccc(F)cc1 (stereo unspecified)
→ /, -4.2, 10.7%, 10.9%, 13.9, /, -31.1%
- COC(=O)CCC(=O)NC(=S)Nc1ccccc1F
→ 4.5%, -6.6, -0.6%, 22.2%, 1.0, -4.3%, 11.6%
- COC(=O)c1ccc(NC(=O)CN2CCCC2)cc1
→ 21.7%, 22.8, 0.6%, -8.2%, 17.3, -11.2%, /
- O=C(c1cnc2n(c1=O)CCS2)N1CCN(C(c2ccccc2)c2ccc(Cl)cc2)CC1 (stereo unspecified)
→ /, -4.0, 0.0%, -27.4%, -1.7, 0.2%, 27.5%
- CCn1c(Cc2ccccc2)nnc1SCC(=O)NC1CC1
→ ?, 17.7, -10.4%, 15.8%, -2.5, 4.3%, ?
- COc1cccc(OCCOCC(O)CN2CCN(Cc3ccc(Cl)cc3)CC2)c1 (stereo unspecified)
→ 13.2%, -7.5, -1.3%, ?, -2.5, -2.9%, ?
- CC1(C)Cc2c(cnn2-c2ccccc2)C(NC(=O)c2ccoc2)C1 (stereo unspecified)
→ 10.4µM*, -16.6, -8.9%, -5.9%, -1.1, 0.4%, ?
- COc1ccc(CC(=O)N2CCN(c3ccccc3)CC2)cc1OC
→ 229.7%[activator], -18.6, -1.1%, -0.7%, -1.2, 0.7%, 28.8%

# 2 successive records already listed, for reference:
# Under each structure: Pf growth 48h, Shiga inhibitor, LmPK inhibitor, HCV inh, CHX counter, Tb PYK inh, Pf growth 96h
- CSCCC(NC(=O)c1ccco1)C(=O)NCc1ccc(F)cc1 (stereo unspecified)
→ /, -4.2, 10.7%, 10.9%, 13.9, /, -31.1%
- COC(=O)CCC(=O)NC(=S)Nc1ccccc1F
→ 4.5%, -6.6, -0.6%, 22.2%, 1.0, -4.3%, 11.6%
